# PrPC TRFRET – cell surface PrPC inhibition, primary TR-FRET screen; TR-FRET read-out; 0.43% of 370,000 active; inhibition, % at 13.8 µM; in the data active = inhibition above about 24%; note: 0% = median of the test wells and 100% = reference compound wells
# BoNT F protease – blocks Botulinum neurotoxin F light chain protease; Multiplex microsphere protease cleavage assay, flow cytometry; 0.22% of 360,000 active; inhibition, % at 10 µM; in the data active = inhibition above about 35%, passing the limit was not always enough; note: plate controls were buffer without enzyme for full effect and enzyme alone for no effect
# FadD28 FP inh – inhibitors of Mycobacterium tuberculosis FadD28 bisubstrate binding | FadD28 bisubstrate probe binding, fluorescence polarization | inhibition, % at 12.5 µM | 0.22% of 360,000 active | AID 588549; in the data active = inhibition above about 8.5%, passing the limit was not always enough
# MazEF act – activators of E. coli MazEF toxin-antitoxin RNase; P0AE70; FAM/BHQ RNA-DNA oligo cleavage fluorescence, 5 h; activation, % at 20 µM; 0.32% of 350,000 active; AID 504720; in the data active = activation above about 50%
# Target sequence (P0AE70 whole entry, looked up): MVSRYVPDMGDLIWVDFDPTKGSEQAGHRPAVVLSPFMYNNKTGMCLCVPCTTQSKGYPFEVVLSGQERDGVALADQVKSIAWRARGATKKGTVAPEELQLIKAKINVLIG
# GDH-TPI inh – inhibits GDH-TPI coupling enzymes, artifact for Mtb FBA screen | 1.2% of 360,000 active | GDH-TPI coupled enzyme counterscreen, NADH absorbance | inhibition, % at 4.8 µM; in the data active = inhibition above about 30%;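 note: 0% = DMSO wells and 100% = wells lacking the enzyme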
# Rv3671c protease – inhibitors of M. tuberculosis serine protease Rv3671c. P9WHR9. inhibition, % at 5.96 µM. 0.048% of 320,000 active. AID 2606; in the data active = inhibition above about 38%;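 note: extracellular domain of Rv3671c used as enzyme; 0% = enzyme with DMSO and 100% = no enzyme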
# Target sequence (P9WHR9 whole entry, looked up, the tested form may be a part): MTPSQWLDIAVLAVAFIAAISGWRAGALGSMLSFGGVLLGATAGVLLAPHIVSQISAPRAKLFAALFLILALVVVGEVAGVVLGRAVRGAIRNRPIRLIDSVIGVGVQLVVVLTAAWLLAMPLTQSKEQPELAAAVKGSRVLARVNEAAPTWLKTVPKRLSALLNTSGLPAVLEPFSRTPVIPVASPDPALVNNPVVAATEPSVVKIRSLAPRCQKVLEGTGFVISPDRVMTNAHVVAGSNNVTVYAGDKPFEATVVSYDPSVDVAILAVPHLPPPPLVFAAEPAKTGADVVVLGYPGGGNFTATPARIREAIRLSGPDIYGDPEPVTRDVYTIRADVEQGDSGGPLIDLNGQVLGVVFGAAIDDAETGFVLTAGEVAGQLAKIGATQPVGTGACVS
# BioA inh – inhibitors of Mycobacterium tuberculosis BioA enzyme; 0.096% of 360,000 active; purified M. tuberculosis BioA enzyme, plate reader; inhibition, % at 9.99 µM; AID 602481; in the data active = inhibition above about 40%
# UGM FP inh – blocks M. tuberculosis UGM enzyme | P9WIQ1 | purified UGM, fluorescence polarization probe displacement | inhibition, % at 10 µM | 0.06% of 320,000 active | AID 504406; in the data active = inhibition above about 10%, passing the limit was not always enough
# Mtb FBA inh – inhibits M. tuberculosis FBA enzyme; inhibition, % at 1 µM; 2.3% of 360,000 active; purified M. tuberculosis FBA, fluorescence read-out; P9WQA3; AID 588726; in the data active = inhibition above about 27%;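 note: 0% = vehicle and 100% = reference inhibitor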
# Target sequence (P9WQA3 whole entry, looked up): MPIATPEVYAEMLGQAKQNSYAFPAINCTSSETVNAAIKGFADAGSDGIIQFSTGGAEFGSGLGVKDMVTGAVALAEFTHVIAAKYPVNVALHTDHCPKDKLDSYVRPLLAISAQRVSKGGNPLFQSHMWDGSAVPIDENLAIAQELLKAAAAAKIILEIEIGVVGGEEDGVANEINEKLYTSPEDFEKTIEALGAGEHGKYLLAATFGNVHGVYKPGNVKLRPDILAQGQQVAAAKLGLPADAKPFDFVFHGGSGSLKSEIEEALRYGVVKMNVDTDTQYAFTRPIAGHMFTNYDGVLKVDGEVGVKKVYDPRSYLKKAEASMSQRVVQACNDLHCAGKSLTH
# * hit, by the source's call; . = not tested or not shown; & = joins results of further samples.
1. c1ccc2c(c1)COc1c3ncccc3nn1-2
2. O=C(O)C1CCCCC1C(=O)Nc1ccc(OCc2ccccc2)cc1 (stereo unspecified)
3. NC(=O)c1ccc(/C(N)=N/S(=O)(=O)c2cc(C(F)(F)F)cc(C(F)(F)F)c2)cc1
4. O=C(Nc1ccccn1)c1cccnc1
5. COc1ccccc1/C=C1\SC(=O)N(CCC(=O)N2CCCCC2CCO)C1=O (stereo unspecified)
6. O=C(O)c1cccc(S(=O)(=O)Nc2ccc(-c3ccccc3)cc2)c1
7. CCOc1ccccc1NC(=S)N1C2CCC1CC(NC(=O)NC13CC4CC(CC(C4)C1)C3)C2 (stereo unspecified)
8. CC(C)CN(CC(C)C)C(=O)c1cc2c(=O)n3ccccc3nc2s1

entry no.	1	2	3	4	5	6	7	8
FadD28 FP inh	0.9	-0.7	0.1	1.0	-0.7	-2.4	2.1	-5.9
BoNT F protease	-6	-14	-6	3	0	5	1	30
BioA inh	-0.6	-1.7	-4.7	.	-1.0	-0.3	-1.8	0.5
GDH-TPI inh	23	1	-1	5	21	-4	0	4
Mtb FBA inh	33*	-1	5	0	-4	1	1	59*
UGM FP inh	.	-0.5	-0.1	0.1	-3.3	4.1	-1.7	4.0
MazEF act	-5	-1	-4	-6	1	-15	-1	1
PrPC TRFRET	-3	11	8	0	-8	2	-2	-22
Rv3671c protease	.	-5	5	6	6	-3	-7	-1

9. O=S(=O)(O)CCS
10. OC(CSc1ccccc1)CN1CCN(c2ccc(Cl)cc2)CC1 (stereo unspecified)
11. COc1ccc(-n2cnc3sc(-c4ccccc4)cc3c2=O)cc1
12. CC1CCCC(C)N1/N=C/c1ccc(O)c(O)c1 (stereo unspecified)
13. O=C1C2C3C=CC(C3)C2C(=O)N1CCCCN1C(=O)C2C3C=CC(C3)C2C1=O (stereo unspecified)
14. CCOc1ccccc1NC(=O)COC(=O)c1ccc2ccccc2n1
15. CC12CCC(=O)N1C(C(=O)OCC(=O)Nc1cccc(Br)c1)CS2 (stereo unspecified)
16. O=C(CN(Cc1ccccc1Cl)C(=O)CNS(=O)(=O)c1ccc(F)cc1)NCC1CCCO1 (stereo unspecified)

entry no.	9	10	11	12	13	14	15	16
FadD28 FP inh	-2.0	-0.7	-3.2	-0.4	-0.5	-1.1	-5.4	-1.0
BoNT F protease	0	-16	3	0	-8	-5	-4	-22
BioA inh	-0.1	-0.4	-2.5	-1.4	-3.1	0.3	.	-1.0
GDH-TPI inh	9	9	9	3	-2	8	-5	3
Mtb FBA inh	-1	-2	-3	0	3	6	3	3
UGM FP inh	2.8	.	0.7	1.5	1.9	-3.3	2.2	-2.9
MazEF act	-1	-23	1	2	-3	9	0	-30
PrPC TRFRET	-2	-6	-7	-4	2	-5	3	0
Rv3671c protease	-10	.	-1	2	-8	0	6	-3

17. O=C(CC(=O)N/N=C/c1ccccc1)NCc1ccccc1
18. CC(C)NS(=O)(=O)c1ccc(N2C(=O)c3ccccc3C2=O)cc1
19. CN1OC[C@@H]2CN[C@H](c3cccc(N4CCOCC4)c3)C[C@@H]21
20. COc1cc(C(=O)Nc2cccc3c2CCCC3)cc(OC)c1OC
21. CN(Cc1ccccc1)C(=O)c1ccc(Nc2nc(C(N)Cc3ccccc3)cs2)nc1 (stereo unspecified)
22. CSc1ncccc1C(=O)OCC(=O)NC(C)(C)C
23. CCCCn1c(CCn2nc(C)c(Br)c2C)n[nH]c1=S
24. COc1cccc(CNCCNC(=O)c2nonc2N)c1

entry no.	17	18	19	20	21	22	23	24
FadD28 FP inh	-3.3	-0.8	-0.5	-3.4	-3.5	-3.1	-2.2	0.6
BoNT F protease	0	4	0	2	-15	-2	0	-9
BioA inh	.	-1.0	-0.3	-1.4	-1.8	0.0	.	-4.3
GDH-TPI inh	5	-7	7	-1	12	-1	2	4
Mtb FBA inh	0	0	1	0	0	0	-3	4
UGM FP inh	0.7	0.5	.	-1.6	.	0.9	-1.9	1.2
MazEF act	2	0	3	10	.	-2	0	0
PrPC TRFRET	-1	0	-8	-6	-1	-1	3	1
Rv3671c protease	-1	9	.	1	.	-1	-3	-3

25. CC(=O)Nc1cccc(NC(=O)CSc2nnc3ccccn23)c1
26. CCS(=O)(=O)Nc1ccc(C2=NN(C(=O)c3ccco3)C(c3ccco3)C2)cc1 (stereo unspecified)
27. O=C(N/N=C/c1c[nH]c2ccccc12)c1cc(Cl)ccc1O
28. Clc1cccc(OCCN2CCN(CCOc3cccc(Cl)c3)CC2)c1
29. O=C(Nc1ccc(F)cc1)Nc1nnc([C@@H]2C[C@H](O)[C@@H](CO)O2)s1
30. Cc1nnc(NC(=O)CCN2C(=O)/C(=C\c3ccccc3)SC2=S)s1
31. Cc1ccc(NC(=O)c2ccc3c(c2)C(=O)N(c2ccccc2C)C3=O)nc1
32. COc1ccc([C@H]2C[C@H](O)[C@@H](n3cc(C4CC4)nn3)CN2C(=O)C2CCCCC2)cc1

entry no.	25	26	27	28	29	30	31	32
FadD28 FP inh	-1.7	-4.6	16*	-4.4	-2.5	-4.1	.	-2.4
BoNT F protease	1	-17	-47	-6	1	-7	-4	-1
BioA inh	1.3	15	-5.7	.	0.4	0.2	-1.2	0.6
GDH-TPI inh	2	24	29	1	12	-9	5	-2
Mtb FBA inh	1	1	17	-1	6	3	2	2
UGM FP inh	1.7	.	4.2	0.0	.	1.0	-2.6	.
MazEF act	1	0	-3	-7	.	-11	6	10
PrPC TRFRET	-4	2	-2	1	-6	0	-3	-4
Rv3671c protease	-5	-2	11	-12	.	3	1	.

33. Cc1nc(-c2cccc(NC(=O)Cc3ccccc3)c2)cs1
34. Cn1c(-c2sccc2OCc2cccc(C(F)(F)F)c2)n[nH]c1=S
35. Nn1cnn(Cc2ccccc2)c1=S
36. Cc1ccccc1NC(=S)N1CCN(c2ccccc2)CC1
37. CC(C)C(OC(=O)c1ccco1)C(=O)NC1CCCCC1 (stereo unspecified)
38. CN(C)c1ccc(C(CNC(=O)c2ccccc2)c2c[nH]c3ccccc23)cc1 (stereo unspecified)
39. Cc1nc2oc3ccccc3c(=O)c2c(=O)n1Cc1ccccc1
40. COC(=O)c1cccc(C23CC4(C2)[C@H](CN(Cc2ccc(C(F)(F)F)cc2)[C@@H]4c2ccccc2)C3c2ccc(Cl)nc2)c1 (stereo partly specified)

entry no.	33	34	35	36	37	38	39	40
FadD28 FP inh	-3.3	-3.7	-1.4	-4.9	-1.9	-0.1	-3.9	-2.8
BoNT F protease	4	-9	-5	-40	-4	-6	-5	-4
BioA inh	.	.	1.0	0.0	-0.3	.	6.8	-1.2
GDH-TPI inh	1	-1	-5	-9	-3	6	-7	5
Mtb FBA inh	4	6	-8	-2	-1	2	-5	5
UGM FP inh	-0.3	-0.9	0.9	-0.1	-0.3	1.3	-1.2	0.0
MazEF act	2	-9	6	28	4	4	6	-2
PrPC TRFRET	5	3	5	6	-5	-16	4	-7
Rv3671c protease	-14	9	1	-4	10	5	-6	-8

41. COC(=O)Cn1cnc2sc3c(c2c1=O)CCCC3
42. Cc1ccc(S(=O)(=O)NC(=O)c2cc(C)n(CC(c3ccccc3)N(C)C)c2C)cc1 (stereo unspecified)
43. COc1ccc(CN2C(=O)NC(=O)/C(=C\c3cccc(OC)c3OC)C2=O)cc1
44. COc1ccc(C(=O)O/N=C(\N)Cc2cccs2)cc1OC
45. CSc1ccc(-c2nnn(Cc3ccc(C)cc3)n2)cc1
46. COc1ccc2nc(N(CCN(C)C)C(=O)c3ccc(C(=O)c4ccccc4)cc3)sc2c1
47. CCc1nnc(NC(=O)CCc2ccccc2OC)s1
48. CN(C)c1ccc(-c2cccc(C3CC=CC4C3C(=O)N(Cc3ccccc3)C4c3ccc(C(F)(F)F)cc3)c2)cc1 (stereo unspecified)

entry no.	41	42	43	44	45	46	47	48
FadD28 FP inh	-1.1	-1.9	-1.3	0.4	-0.6	1.2	-0.9	-2.3
BoNT F protease	-3	1	5	-2	12	.	5	1
BioA inh	5.9	.	.	0.8	.	-0.3	-0.5	-1.8
GDH-TPI inh	-1	7	-2	-1	19	4	8	3
Mtb FBA inh	-1	4	1	2	-2	1	1	-2
UGM FP inh	-4.0	1.6	-0.3	0.1	-2.6	4.2	-0.5	0.2
MazEF act	2	-17	2	4	-4	7	-21	1
PrPC TRFRET	5	11	1	-1	-2	-3	5	4
Rv3671c protease	9	7	-3	-5	0	-6	0	8

49. CC(NC(=S)Nc1ccc(S(=O)(=O)N2CCOCC2)cc1)C1CC2CCC1C2 (stereo unspecified)
50. O=C(Nc1cccnc1)c1ccc(Cl)c([N+](=O)[O-])c1
51. C[C@@H]1CN([C@@H](C)CO)C(=O)c2cc(Br)cnc2O[C@H]1CN(C)C(=O)NC1CCCC1
52. CC1CCC(NC(=O)Cn2c3c(c(-c4ccccc4Cl)cc2=O)CCC3)CC1 (stereo unspecified)
53. COc1ccc(C(C(=O)NC(C)(C)C)N(C(=O)CCC(=O)Nc2cc(C)on2)c2cccc(C)c2C)cc1 (stereo unspecified)
54. O=C1[C@H](O)[C@@H](O)C(=O)N1Cc1ccccc1
55. C[C@@H]1CN([C@@H](C)CO)C(=O)CCCn2cc(nn2)CO[C@H]1CN(C)S(=O)(=O)c1ccccc1C#N
56. CCc1c(C)sc(NC(=O)C2CCCO2)c1C#N (stereo unspecified)
57. Cc1ccc(C)c(N2CCN(C(=O)C3CCC3)CC2)c1
58. COc1ccc2[nH]c(=O)c(CN(Cc3cccs3)C(=S)NCC3CCCO3)cc2c1 (stereo unspecified)
59. N#Cc1cn(CC(=O)N2CCc3ccccc3C2)c2ccccc12

entry no.	49	50	51	52	53	54	55	56	57	58	59
FadD28 FP inh	-4.8	-0.3	0.3	-7.9	-3.5	-0.1	0.0	-0.6	-2.6	-7.6	-1.0
BoNT F protease	-3	1	-2	-11	14	9	-5	-31	11	-6	-2
BioA inh	.	5.9	0.4&-2.0	1.7	0.9	1.2	-0.5	-1.3	1.2	.	1.9
GDH-TPI inh	-3	-9	0	19	-13	3	-9	6	-13	8	-3
Mtb FBA inh	1	2	-2	9	-4	2	0	4	3	10	0
UGM FP inh	0.0	-0.3	.	-0.4	-1.9	-0.2	.	0.4	-2.4	4.9	1.0
MazEF act	-1	6	6	1	8	2	-1	0	0	-1	6
PrPC TRFRET	8	-16	-6	7	8	-2	3	2	0	3	5
Rv3671c protease	-50	-9	.	7	3	-6	.	6	1	-3	1

# Entries listed so far that have an aryl methoxy group:
5. COc1ccccc1/C=C1\SC(=O)N(CCC(=O)N2CCCCC2CCO)C1=O (stereo unspecified)
11. COc1ccc(-n2cnc3sc(-c4ccccc4)cc3c2=O)cc1
20. COc1cc(C(=O)Nc2cccc3c2CCCC3)cc(OC)c1OC
24. COc1cccc(CNCCNC(=O)c2nonc2N)c1
32. COc1ccc([C@H]2C[C@H](O)[C@@H](n3cc(C4CC4)nn3)CN2C(=O)C2CCCCC2)cc1
43. COc1ccc(CN2C(=O)NC(=O)/C(=C\c3cccc(OC)c3OC)C2=O)cc1
44. COc1ccc(C(=O)O/N=C(\N)Cc2cccs2)cc1OC
46. COc1ccc2nc(N(CCN(C)C)C(=O)c3ccc(C(=O)c4ccccc4)cc3)sc2c1
47. CCc1nnc(NC(=O)CCc2ccccc2OC)s1
53. COc1ccc(C(C(=O)NC(C)(C)C)N(C(=O)CCC(=O)Nc2cc(C)on2)c2cccc(C)c2C)cc1 (stereo unspecified)

entry no.	5	11	20	24	32	43	44	46	47	53
FadD28 FP inh	-0.7	-3.2	-3.4	0.6	-2.4	-1.3	0.4	1.2	-0.9	-3.5
BoNT F protease	0	3	2	-9	-1	5	-2	.	5	14
BioA inh	-1.0	-2.5	-1.4	-4.3	0.6	.	0.8	-0.3	-0.5	0.9
GDH-TPI inh	21	9	-1	4	-2	-2	-1	4	8	-13
Mtb FBA inh	-4	-3	0	4	2	1	2	1	1	-4
UGM FP inh	-3.3	0.7	-1.6	1.2	.	-0.3	0.1	4.2	-0.5	-1.9
MazEF act	1	1	10	0	10	2	4	7	-21	8
PrPC TRFRET	-8	-7	-6	1	-4	1	-1	-3	5	8
Rv3671c protease	6	-1	1	-3	.	-3	-5	-6	0	3

58. COc1ccc2[nH]c(=O)c(CN(Cc3cccs3)C(=S)NCC3CCCO3)cc2c1 (stereo unspecified)

entry no.	58
FadD28 FP inh	-7.6
BoNT F protease	-6
BioA inh	.
GDH-TPI inh	8
Mtb FBA inh	10
UGM FP inh	4.9
MazEF act	-1
PrPC TRFRET	3
Rv3671c protease	-3
